CYP2C9 activ = activators of human CYP2C9. recombinant CYP2C9, luciferin-H conversion, luminescence; active compounds read high; factor 1 = untreated enzyme, 0 = blocked. activation factor at 5 µM. hit rate 1.4% among 96,000. AID 1024;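 active = activation factor of 2 or more for CYP2C9 at a 5 µM dose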;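 also: 0 = sulfaphenazole-blocked wells and 1 = vehicle-only wells; values of inactives mirror those of a sister screen read the other way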
HUVEC tox IL1B = HUVEC cytotoxicity counter-screen, IL-1B stimulated | hit rate 0.41% among 94,000 | HUVEC cell count loss, Hoechst imaging | cell count reduction, % at 2 µM;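 active = cell count reduction more than 3 SD above the screen-wide mean, cut at about 70% in these data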;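 also: normalized per plate to untreated control cells as the no-loss baseline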
TNFa cytotox = HUVEC cytotoxicity counter-screen, TNF alpha stimulated | HUVEC TNFalpha-stimulated, Hoechst cell count, imaging | cell count reduction, % at 2 µM | hit rate 0.17% among 93,000 | AID 848;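 active = cell count reduction exceeding the screen mean by over 5 SD, scaled to untreated wells per plate, cut at about 78% in these data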;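 also: cells counted after 24 h of TNF alpha exposure following the 1 h pretreatment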
hDAT+cocaine = changed human dopamine transporter uptake under cocaine IC80. LLC-PK1 hDAT cells, [14C]-dopamine uptake with cocaine IC80; actives deviate in either direction. B-score at 10 µM. hit rate 1.3% among 110,000. AID 449768;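 active = Z score or B-score, a plate-position-corrected score, falls beyond the plate's 99.7% confidence bounds, in either direction; inactive = both scores lie inside the 99.7% bounds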;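 also: scored against the spread of the other compound wells on the same plate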
Target sequence (Q01959 whole entry, looked up): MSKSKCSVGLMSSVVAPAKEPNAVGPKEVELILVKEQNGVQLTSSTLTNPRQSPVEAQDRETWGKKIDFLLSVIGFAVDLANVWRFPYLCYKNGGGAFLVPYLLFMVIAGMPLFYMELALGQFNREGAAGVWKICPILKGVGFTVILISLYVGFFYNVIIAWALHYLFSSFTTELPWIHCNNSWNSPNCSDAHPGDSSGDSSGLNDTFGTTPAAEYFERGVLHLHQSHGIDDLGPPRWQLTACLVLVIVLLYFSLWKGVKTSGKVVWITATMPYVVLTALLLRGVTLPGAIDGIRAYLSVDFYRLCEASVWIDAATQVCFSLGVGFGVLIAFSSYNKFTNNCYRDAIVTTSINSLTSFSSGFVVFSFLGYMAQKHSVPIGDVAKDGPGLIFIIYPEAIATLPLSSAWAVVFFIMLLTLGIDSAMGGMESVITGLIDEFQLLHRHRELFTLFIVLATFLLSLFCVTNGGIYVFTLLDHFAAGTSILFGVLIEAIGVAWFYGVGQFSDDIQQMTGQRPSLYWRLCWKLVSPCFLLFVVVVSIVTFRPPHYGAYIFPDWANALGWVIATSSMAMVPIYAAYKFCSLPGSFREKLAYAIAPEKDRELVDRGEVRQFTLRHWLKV
CYP2C19 inh = blocks human cytochrome P450 2C19. AID 778. CYP2C19 Supersomes, luciferin-H EGE luminescence, 30 min. inhibition, % at 5 µM. hit rate 21% among 96,000;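 active = CYP2C19 inhibition above a set limit at 5 µM in the primary screen, cut at about 50% in these data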;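 also: plate controls were negative control wells for no effect and 2.5 mM tranylcypromine positive control for full effect; values of inactives mirror those of a sister screen read the other way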
Target sequence (P33261 whole entry, looked up): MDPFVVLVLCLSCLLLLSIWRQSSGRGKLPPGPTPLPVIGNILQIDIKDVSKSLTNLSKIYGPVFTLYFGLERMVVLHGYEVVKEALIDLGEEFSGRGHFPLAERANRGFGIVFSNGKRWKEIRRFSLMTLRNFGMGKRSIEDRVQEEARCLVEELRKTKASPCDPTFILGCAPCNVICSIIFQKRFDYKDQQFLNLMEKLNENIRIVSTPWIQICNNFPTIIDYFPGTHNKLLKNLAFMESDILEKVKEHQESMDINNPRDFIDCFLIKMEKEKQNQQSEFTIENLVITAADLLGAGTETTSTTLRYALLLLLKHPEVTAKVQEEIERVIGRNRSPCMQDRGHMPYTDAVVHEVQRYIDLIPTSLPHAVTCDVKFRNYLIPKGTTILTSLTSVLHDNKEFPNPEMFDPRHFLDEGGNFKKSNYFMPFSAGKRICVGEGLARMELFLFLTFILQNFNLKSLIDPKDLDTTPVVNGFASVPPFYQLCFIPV
Candida biofilm = kills Candida albicans biofilms. C. albicans biofilm + clotrimazole, Alamar Blue. inhibition, % at 6 µM. hit rate 0.14% among 85,000. AID 834;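 active = inhibition above 20%; inactive = inhibition below 20%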;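 also: preformed 24 hr biofilms exposed to compound for 48 hr; 0% = biofilm without compound and 100% = blank killed by clotrimazole plus chlorhexidine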
CYP2C9 inhib = blocks human cytochrome P450 2C9; P11712; CYP2C9 Supersomes, luciferin-H conversion, luminescence; inhibition, % at 5 µM; hit rate 20% among 96,000; AID 777;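 active = blocking of liver enzyme CYP2C9 beyond about 50% at 5 µM, limit read from the data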; also: values of inactives mirror those of a sister screen read the other way
CYP2C19 activ = cytochrome P450 2C19 (human) activation | P33261 | recombinant CYP2C19, luciferin-H EGE luminescence; active compounds read high; 0 = fully inhibited enzyme, 1 = untreated enzyme | activation factor at 5 µM | 96,000 tested, under 10 active | AID 1025;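 active = activation factor of at least 2 at 5 µM in the primary screen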;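 also: 0 = wells with 2.5 mM tranylcypromine and 1 = vehicle-only wells; values of inactives mirror those of a sister screen read the other way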
VCAM1 TNFa inh = reduces TNF alpha induced VCAM1 expression in HUVEC. inhibition, % at 2 µM. hit rate 0.48% among 95,000. HUVEC TNFa-induced VCAM-1 immunofluorescence, high-content imaging;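 active = inhibition above the batch mean plus 3 SD, with images confirmed as a hit by eye, cut at about 37% in these data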;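 also: 0% = TNF-stimulated DMSO wells and 100% = unstimulated control wells; not every result past the cut was called active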
Active calls of the source: *; . = not tested or not shown.

SMILES	CYP2C9 activ	HUVEC tox IL1B	TNFa cytotox	hDAT+cocaine	CYP2C19 inh	Candida biofilm	CYP2C9 inhib	CYP2C19 activ	VCAM1 TNFa inh
CC(=O)Oc1ccc2oc3c(c2c1)C(=O)CCC3	0.9	-105	0	-0.15	21	5	5	0.8	5
COC(=O)c1nn(-c2ccccc2)c(Cl)c1/C=N/OC(=O)c1ccc(Cl)c(Cl)c1	0.9	-21	-5	-0.49	0	.	11	1	2
O=C(NC1CCCC1)C1CCCN(S(=O)(=O)c2ccc(-n3cnnn3)cc2)C1 (stereo unspecified)	0.9	.	.	-1	-14	2	7	1.1	.
CCOc1ccc(NC(=O)CN(C)c2ccc(S(=O)(=O)N3CCOCC3)cn2)cc1OCC	0.9	-54	-32	0.92	-5	10	5	1.1	-2
COc1ccc(NC(=O)C2CC(=O)n3cnnc3S2)cc1 (stereo unspecified)	1	5	-16	-0.93	6	6	3	0.9	6
O=C(c1ccco1)N1CCN=C1SCc1ccc(F)cc1	0.9	.	.	-0.14	-12	2	10	1.1	.
CN(C)CCNC(=O)c1ccc(COc2ccc(Cl)cc2Cl)cc1	0.9	14	3	0.78	10	5	6	0.9	13
COCc1cc(C)nc2sc3c(=O)oc(C)nc3c12	1	-10	-15	.	-14	-1	-2	1.1	15
COCCNS(=O)(=O)c1ccc2c(c1)n(C)c(=O)n2C	0.9	-1	-9	-1.4	6	4	10	0.9	9
CCCCC1CCC(c2nc(-c3ccccn3)no2)CC1 (stereo unspecified)	1.1	-28	-17	-0.56	-7	8	-8	1.1	14
COc1cccc(-c2nnn(CCC(=O)O)n2)c1	1	10	52	-0.049	4	10	-4	1	51
CCCCn1c(SCC(=O)Nc2cccc(C)n2)nnc1-c1ccco1	0	-11	-19	0.36	87*	0	96*	0.1	11
O=C(Nc1ccc2nc(-c3ccco3)[nH]c2c1)c1ccco1	1.3	-35	-24	3*	5	2	-30	1	4
COCCNC(=O)c1ccc2ccccc2n1	0.9	-11	2	-0.3	24	4	11	0.8	6
NC(=O)c1cc2ccccc2oc1=NCc1ccccc1	0.9	-13	4	-0.48	31	5	9	0.7	14
COc1ccc(N(CC(=O)Nc2nccs2)S(=O)(=O)c2c(C)nn(C)c2C)cc1	0.4	-16	-10	-0.66	58*	5	64*	0.4	-4
CCOC(=O)NCc1ccc2c(c1)OCO2	0.9	24	-10	-0.012	48	4	11	0.5	8
CC(C(=O)NC(=O)NC1CCCCC1)N1CCN(C(c2ccccc2)c2ccccc2)CC1 (stereo unspecified)	0.2	-22	7	.	26	.	84*	0.7	-13
c1cnc(N2CCN(Cc3c[nH]c4ccccc34)CC2)nc1	0.7	-47	-6	-0.85	46	-1	35	0.5	5
COC(=O)c1c(NC(=O)CN2CCN(c3ccccc3OC)CC2)c2c(C)cccc2n1C	0.6	-30	5	-1.1	21	4	40	0.8	-6
COc1ccccc1CC1(C)NC(=O)N(CC(=O)N2CCc3ccccc3C2)C1=O (stereo unspecified)	0.3	-8	-2	0.41	12	5	70*	0.9	9
CC1CCc2cc(F)ccc2N1C(=O)CCC(=O)O (stereo unspecified)	1	-9	-20	-0.74	-2	-3	-3	1	8
O=C(c1ccco1)c1n[nH]nc1-c1ccccc1	1	5	-11	0.8	12	1	2	0.9	16
CC1(C)Cc2c(c(N3CCOCC3)nc3sc4c(NN)ncnc4c23)CS1	0.9	-3	27	0.68	-18	2	10	1.2	36
CN(Cc1c(F)cccc1Cl)c1nnnn1-c1ccccc1	0.7	26	-33	1.2	100*	4	35	0	14

CYP2C19 inh, entries above that show a hit
Compound | CYP2C9 activ | hDAT+cocaine | CYP2C19 inh | CYP2C9 inhib | CYP2C19 activ | VCAM1 TNFa inh
CCCCn1c(SCC(=O)Nc2cccc(C)n2)nnc1-c1ccco1 | 0 | 0.36 | 87* | 96* | 0.1 | 11
COc1ccc(N(CC(=O)Nc2nccs2)S(=O)(=O)c2c(C)nn(C)c2C)cc1 | 0.4 | -0.66 | 58* | 64* | 0.4 | -4
CN(Cc1c(F)cccc1Cl)c1nnnn1-c1ccccc1 | 0.7 | 1.2 | 100* | 35 | 0 | 14

(next part)
SMILES	CYP2C9 activ	HUVEC tox IL1B	TNFa cytotox	hDAT+cocaine	CYP2C19 inh	Candida biofilm	CYP2C9 inhib	CYP2C19 activ	VCAM1 TNFa inh
CN(CCC(=O)Nc1ccc2c(c1)OCO2)Cc1ccccc1	0.5	12	-5	-1.4	32	1	52*	0.7	1
CCCc1cc(C(=O)Nc2nnc(C)s2)cs1	0.5	.	.	0.024	31	4	45	0.7	.
c1ccc2c(CSCCc3ccncc3)cccc2c1	0.1	0	-3	0.06	97*	8	94*	0	17
CC1(C)N=C(N)N=C(N)N1c1cccc(C(=O)O)c1	1.4	-115	-22	0.63	-2	4	-40	1	-2
COc1ccccc1OCCOc1ccc(/C=N/n2cnnc2)cc1	0.6	-11	-11	0.7	38	-4	44	0.6	-10
CCc1nc(N)c(C#N)c(-c2cccnc2)c1C	1.1	-41	-35	1.5	3	5	-11	1	-3
CCN1C(=O)CC(N2CCN(CC(=O)NC(C)C)CC2)C1=O (stereo unspecified)	0.9	-8	-1	0.052	-8	5	9	1.1	28
O=C(COc1ccc(Cl)cc1Cl)N/N=C/CCc1ccccc1	1	-6	1	0.033	37	.	-2	0.6	10
COc1ccc(CCC(=O)Nc2nc3ccccc3[nH]2)cc1OC	1.1	17	-13	-0.61	19	2	-7	0.8	-7
O=C(NCc1ccc2c(c1)OCO2)C1CCCN1C(=O)Nc1ccccc1 (stereo unspecified)	1.3	-16	-16	-0.091	28	5	-32	0.7	24
CC1CC(C)CN(Cc2nc3c(c(=O)n(C)c(=O)n3C)n2CCN2CCOCC2)C1 (stereo unspecified)	0.8	-68	-10	0.65	7	6	19	0.9	-12
Cc1c(C(=O)O)[nH]c2c1C(=O)CC(c1ccc(Cl)cc1)C2 (stereo unspecified)	1	-35	10	0.32	5	3	2	0.9	19
CC(=O)Oc1ccc(C2OC(=O)c3ccccc3N2C(C)=O)cc1 (stereo unspecified)	0.9	5	-6	-0.28	8	0	9	0.9	1
O=C(COC(=O)c1cncc(Br)c1)NCc1ccco1	1.1	-5	-30	-0.22	-4	8	-14	1	13
O=C(N/N=C\C=C\c1ccc2c(c1)OCO2)C1COc2cc3ccccc3cc2O1 (stereo unspecified)	1.1	-12	-1	-0.36	-17	.	-8	1.2	3
CCOC(=O)N1CCN(C(=O)c2cc(-n3cnnc3)ccc2Cl)CC1	1.1	8	5	-0.19	2	3	-7	1	8
COc1cccc(C(=O)CSc2nnc(CNc3nc(-c4ccccc4)cs3)n2C)c1	0.6	0	-24	0.61	18	9	37	0.8	-5
CCOc1ccccc1Oc1coc2cc(OC(=O)c3ccco3)ccc2c1=O	0.5	-70	3	0.57	11	6	45	0.9	-5
O=C(OCc1ccc(Cl)cc1)c1ccccc1C(=O)c1ccccc1	0.7	1	-11	0.34	72*	.	29	0.3	-21
O=C(Cc1cccs1)Nc1nnc(COc2ccccc2)s1	.	-8	14	-1.1	.	9	.	.	2
COCCCN(C(=O)c1ccco1)c1nc(-c2cc(OC)ccc2OC)cs1	0.2	-10	-23	0.015	50	2	76*	0.5	-5
CSC1=NC2C(N1)N(C)C(=O)N2C (stereo unspecified)	1.2	12	-17	0.42	-12	-5	-18	1.1	18
O=C(Nc1cccnc1)c1ccccc1F	1.1	6	-33	0.35	4	0	-6	1	-1
Cc1ccc(SCC(=O)Nc2cccc(-c3nnc(-c4ccco4)o3)c2)cc1	0.1	7	-25	0.14	23	.	91*	0.8	6
CCC1CCCCN1C(=O)COc1cc(=O)n(C)c2ccccc12 (stereo unspecified)	0.9	0	-8	-0.015	59*	8	8	0.4	1
(cont.)
SMILES	CYP2C9 activ	HUVEC tox IL1B	TNFa cytotox	hDAT+cocaine	CYP2C19 inh	Candida biofilm	CYP2C9 inhib	CYP2C19 activ	VCAM1 TNFa inh
Cc1cc(NC(=O)CSc2nc3ccccc3[nH]2)no1	1	-17	-36	-0.42	18	6	-3	0.8	4
Cc1ccc(C2C(C#N)=C(N)N(c3ncn[nH]3)C3=C2C(=O)CC(C)(C)C3)cc1 (stereo unspecified)	0.4	-7	-35	1.1	28	.	65*	0.7	11
O=C1c2ccccc2C(=O)N1OCc1ccc(Cl)cc1	1.1	7	-13	-0.093	64*	1	-13	0.4	12
CC(C)c1nc(SCC(=O)N2CCOCC2)c2c(=O)n(C)c(=O)n(C)c2n1	0.9	-39	-24	-0.22	1	-9	14	1	7
COc1ccc(Cl)cc1C(=O)NCC#N	1.8	-29	-27	-0.83	-4	-4	-81	1	-6
CCc1nc(OCCN(C)C)c2oc3ccccc3c2n1	0.9	37	-8	-0.6	-9	10	6	1.1	3
CCOC(=O)C1=C(C)OC(N)=C(C#N)C1C1CCCCC1 (stereo unspecified)	0.7	.	.	-0.37	84*	8	31	0.2	.
O=C(Oc1cccc(N2C(=O)CCC2=O)c1)C1CC(=O)N(c2ccc(F)cc2)C1 (stereo unspecified)	0.9	.	.	0.31	-13	-2	8	1.1	.
COc1ccc(OC)c(C2=NOC(C(=O)NCc3ccccn3)C2)c1 (stereo unspecified)	1.4	12	-12	.	32	7	-36	0.7	-5
C=CCn1c(SCC(=O)Nc2ccc(C(=O)OCC)cc2)nnc1-c1cccs1	0.9	.	.	-0.52	-8	6	5	1.1	.
CCOC(=O)CSc1nnc(NC(=O)c2cccc(S(=O)(=O)N3CCCC3)c2)s1	0.9	22	-11	-0.84	2	8	14	1	-12
CC1=C(C(=O)NCCCOC(C)C)C2(CCC(C)CC2)OC1=O (stereo unspecified)	0.9	.	.	0.22	64*	16	14	0.4	.
COC(=O)c1ccc(C(=O)OC)c(NC(=O)COC(=O)C2CCCCC2)c1	0.6	-15	-9	0.83	25	8	35	0.8	2
COCCNC(=O)C1CCN(S(=O)(=O)c2ccccc2)CC1	0.9	-6	-17	-0.2	5	.	8	1	9
O=C1c2ccccc2C(=O)N1CCCCSc1nnnn1-c1ccccc1	0.5	-21	-24	1.3	48	2	51*	0.5	9
COC(=O)C1Sc2[nH]c(=O)sc2C2c3ccccc3OC(=O)C12 (stereo unspecified)	0.8	-57	-10	-0.92	-3	1	18	1	9
O=C(CN1C(=O)CSC1=O)Nc1ccc(N2CCOCC2)cc1	1.2	-75	-16	-0.58	-25	12	-17	1.2	-6
O=C(CSc1nnc(-c2cccs2)n1-c1ccccc1)N1CCN(C(=O)c2ccco2)CC1	0.8	-3	13	2	-1	7	24	1	13
Cc1cc(Cl)ccc1NC(=O)CCCN1C(=O)CCC1=O	0.9	-4	18	-0.43	18	-3	8	0.8	1
CCN(CC)CCCNC1CCS(=O)(=O)C1 (stereo unspecified)	1	-12	6	0.092	3	1	-3	1	1
O=C(O)c1cnn2c1NC(c1ccc(F)cc1)CC2C(F)(F)F (stereo unspecified)	1.1	-37	0	-1.4	7	4	-6	0.9	-4
CC12CC(c3ccccc3O1)N(C(=O)c1ccco1)C(=S)N2c1ccc(F)cc1 (stereo unspecified)	0.6	.	-13	-1.5	63*	3	45	0.4	0
N=c1c(C(=O)NCc2ccccc2)cc2c(=O)n3ccccc3nc2n1CCCN1CCOCC1	0.9	.	.	.	10	9	12	0.9	.
Cc1cc2cc(CNC(=O)c3cccs3)ccc2[nH]1	0.4	-8	-36	-0.66	87*	9	60*	0.1	11
CC(C)(C)c1ccc(C(=O)N2CCN(c3nc4ccccc4o3)CC2)cc1	0.9	-22	33	-0.85	-1	.	7	1	16

Screens: PubChem, several laboratories
